# Screening data: PubChem BioAssay, several laboratories
# STAT1 activator: activators of IFN-gamma induced STAT1 signaling. AID 932. NIH 3T3 STAT1-luciferase reporter, luminescence; 100% = IFN-gamma alone, no compound. activation (% of control), % at 5.5 µM. 200,000 compounds, 2.6% hits;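 active = activation above the screen-wide mean activation plus 3 SD, cut at about 130% in these data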;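 note: raw ratio to IFN-gamma control signal so 100% means no change and 0% no light; values of inactives mirror those of a sister screen read the other way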
# STAT3 activator: STAT3 signaling activation; U3A cells, IL-6 STAT3-luciferase reporter, luminescence; 100% = signal with IL-6 EC80 alone; activation (% of control), % at 5.6 µM; 190,000 compounds, 0.91% hits; AID 871;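 active = activation above the screen-wide mean of compound activation plus 3 SD, cut at about 130% in these data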;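 note: 0% = background luminescence of wells with medium and substrate only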
#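 Assay system – human STAT1-deficient U3A cells with stable STAT3-luciferase reporter · Also added – IL-6 (33 ng/mL) · Schedule – compound 1 h, then IL-6 6 h at 37 °C · Technique – reporter luminescence signal · Evaluation – % activation versus median of IL-6-stimulated wells · Benchmarks – IL-6-only wells as 100% reference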
# STAT3 blocker: reduces IL-6 driven STAT3 reporter signal; U3A cells, IL-6 STAT3-luciferase reporter, luminescence; host cell line lacks STAT1; inhibition, % at 5.5 µM; 190,000 compounds, 0.89% hits; AID 862;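 active = inhibition above the mean inhibition across all screened compounds plus 3 SD, cut at about 44% in these data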;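 note: 0% = DMSO only wells and 100% = 100 µM nifuroxazide control wells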
# APP 5'UTR act: activates APP 5'UTR luciferase reporter | AID 1276 | 190,000 compounds, 1% hits | activation, % at 2 µM | SH-SY5Y APP 5'UTR luciferase reporter, luminescence; zero percent = DMSO vehicle wells;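 active = activation above a set limit, based on mean plus 3 SD of controls, cut at about 140% in these data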; note: values of inactives mirror those of a sister screen read the other way
# FLuc inh counter: inhibits firefly luciferase, flagging false hits in luciferase inhibition screens; P08659; ATPLite firefly luciferase biochemical luminescence, 10 min; inhibition, % at 10 µM; 200,000 compounds, 1.5% hits; AID 1006;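 active = inhibition above about 50% when tested at 10 µM, limit read from the data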
# Target sequence (P08659 whole entry, looked up): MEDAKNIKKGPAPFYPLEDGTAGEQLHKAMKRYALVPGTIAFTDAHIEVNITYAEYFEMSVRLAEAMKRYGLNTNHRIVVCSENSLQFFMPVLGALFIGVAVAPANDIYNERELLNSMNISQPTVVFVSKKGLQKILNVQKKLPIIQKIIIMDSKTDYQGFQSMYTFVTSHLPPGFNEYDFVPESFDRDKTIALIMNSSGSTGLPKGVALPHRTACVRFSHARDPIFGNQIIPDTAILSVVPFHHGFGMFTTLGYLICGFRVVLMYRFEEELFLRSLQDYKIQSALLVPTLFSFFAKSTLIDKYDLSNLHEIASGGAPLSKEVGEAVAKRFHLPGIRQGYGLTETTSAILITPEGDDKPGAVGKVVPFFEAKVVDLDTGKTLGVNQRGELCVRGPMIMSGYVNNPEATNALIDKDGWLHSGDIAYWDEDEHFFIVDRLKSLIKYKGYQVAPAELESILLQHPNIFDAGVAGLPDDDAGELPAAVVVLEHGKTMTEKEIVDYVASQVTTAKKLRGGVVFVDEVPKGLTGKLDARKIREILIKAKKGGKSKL
# STAT1 blocker: reduces IFN-gamma driven STAT1 reporter signal | 200,000 compounds, 0.35% hits | inhibition, % at 5.5 µM | NIH 3T3 STAT1-luciferase reporter, luminescence;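 active = inhibition above a set limit, the mean inhibition across all tested compounds plus 3 SD, cut at about 34% in these data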;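 note: 0% = IFN-gamma with DMSO and 100% = IFN-gamma with 300 µM nifuroxazide; values of inactives mirror those of a sister screen read the other way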
# Hsp70 act: Hsp70 transcriptional activation, primary screen; HeLa Hsp70 promoter luciferase reporter, luminescence; scaled: vehicle 0, proteasome-inhibitor control 100%; activation, % at 10 µM; 200,000 compounds, 0.04% hits; AID 1203;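 active = activation above the mean across all tested compounds plus 3 SD, cutoff set per campaign, cut at about 5.5% in these data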;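 note: 100% = MG132 at 30 µM as the positive control and 0% = DMSO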
# APP 5UTR inh: APP translation inhibition. 190,000 compounds, 0.82% hits. SH-SY5Y APP 5'UTR-luciferase reporter, luminescence. inhibition, % at 2 µM;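 active = inhibition above a set limit, derived from the sample mean plus 3 SD, cut at about 45% in these data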; note: values of inactives mirror those of a sister screen read the other way
# NF-kB expr up: compounds increasing NF-kB expression in human neuronal cells | NF-kB reporter expression; stronger effect = higher value | fold change at 12.5 µM | 190,000 compounds, 1.6% hits; in the data active = fold change above about 3.3
# RAM network inh: inhibitors of the yeast RAM network; S. cerevisiae dse1pr::URA3 reporter, 5-FOA growth OD615, 2 d; analog-sensitive cbk1-as2 kinase mutant strain; inhibition, % at 50 µM; 190,000 compounds, 1.8% hits; AID 868;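 active = inhibition above a set limit, 3 SD over mean compound inhibition, cut at about 8.4% in these data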;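 note: 0% = DMSO-only wells with no growth and 100% = 10 µM 1-NA-PP1 full growth; inhibition rescues growth on 5-FOA so higher OD means more RAM inhibition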
# * = called active by the depositor; · = no result given. Compounds were not picked by outcome. Share with any hit: about 7.7%.
SMILES,STAT1 activator,STAT3 activator,STAT3 blocker,APP 5'UTR act,FLuc inh counter,STAT1 blocker,Hsp70 act,APP 5UTR inh,NF-kB expr up,RAM network inh
CCOc1ccc2[nH]c(=O)c(CN(CCOC)C(=O)N3CCOCC3)cc2c1,102,107,-4,11,-6,-2,-0.2,-11,0.89,-0.4
COC(=O)C1=C(C)NC(=O)CC1c1cccc(Cl)c1Cl (stereo unspecified),86,106,-7,-13,-6,16,-0.2,13,1.1,1.7
Cn1c(=S)n(/N=C/c2ccc3c(c2)OCO3)c2ccccc21,101,86,19,15,-5,-1,-0.2,-15,1.7,3.6
Cc1cc(C)nc(/N=C(\N)Nc2ccc(F)c([N+](=O)[O-])c2)n1,102,93,18,23,-8,-2,-0.1,-22,1.1,-0.8
Cc1ccc(C)c(NC(=O)c2ccccc2Sc2ccc([N+](=O)[O-])cc2Cl)c1,100,103,-4,-3,-11,0,0.0,3,0.83,2.4
COc1ccc(OCC(=O)NC(=S)Nc2ccc3c4c(cccc24)CC3)cc1,112,102,2,-11,-4,-13,-0.2,11,0.92,2.0
Cc1ccc(/C=N/NC(=S)N2CCOCC2)cc1,131*,113,-13,64,21,-35,0.0,-64,1.6,0.0
O=C(NCc1ccccc1)C1CCN(S(=O)(=O)c2ccc(Cl)cc2)CC1,99,99,9,-13,-8,-1,-0.4,13,0.99,7.8
COc1ccc(S(=O)(=O)N2CCC(C(=O)N3CCc4ccccc4C3)CC2)cc1OC,96,92,15,3,-3,3,0.2,17,1,0.4
CCCc1cc(=O)n2[nH]c(NCc3ccccc3F)nc2n1,104,104,3,16,-3,-4,0.1,-16,0.84,-0.1
CCCCNCc1cc(OCC)c(OCC)cc1Br,97,96,9,24,-4,0,0.3,-24,1.1,0.9
CC(=O)NCCn1c(SCc2ccccc2C)nc2ccccc2c1=O,95,101,10,1,0,5,0.6,-1,0.78,0.2
Cc1nn(C)c(Cl)c1C(=O)NC(C(=O)O)c1ccccc1 (stereo unspecified),105,103,2,12,0,-7,-0.3,-12,·,1.3
CCN(CC1COc2ccccc2O1)C(=S)NC1CC2CCC1C2 (stereo unspecified),98,103,3,-2,-7,3,0.1,2,·,4.3
COc1ccc(N=C2SCC(=O)N2Cc2ccccc2)cc1,84,92,20,-11,-3,16,-0.2,11,1.1,1.9
COc1ccc(N2CCN(C(=O)c3cccnc3)CC2)c([N+](=O)[O-])c1,101,104,1,-3,-4,-1,-0.3,3,·,0.9
CC(C)Cc1nnc(NC(=O)CCN2C(=O)c3ccccc3C2=O)s1,92,102,6,2,-6,8,-0.5,-2,0.79,1.7
Cc1cccc(NC(=O)CNc2cc(C)ccc2C)c1,99,95,11,19,-8,1,0.2,-19,1.3,8.0
CCCOc1cccc(-c2nn(-c3ccccc3)cc2/C=C(\C#N)C(=O)NCCCn2ccnc2)c1,105,107,-8,23,-2,-5,-0.6,-23,0.93,-1.1
Cc1ccc2cccc(S(=O)(=O)Nc3ccc4c(c3)OCO4)c2n1,104,100,5,12,-3,-4,-0.1,-12,1,1.1
COC(=O)c1ccc(CSc2cc(C)c3ccccc3n2)o1,98,90,18,4,-3,1,-0.2,-4,1.1,1.1
CCOC(=O)N1CCC(N2Cc3cccc(C(=O)N4CCN(c5cccc(Cl)c5)CC4)c3C2=O)CC1,88,97,15,13,-1,13,-0.2,-13,1.1,1.0
c1ccc(C(c2nnnn2Cc2cccs2)N2CCN(C3CCCC3)CC2)cc1 (stereo unspecified),95,101,4,-3,-4,5,0.3,3,0.98,0.9
O=C(CCN1CCN(CC(=O)Nc2ccccc2F)CC1)Nc1ccccc1F,97,96,7,20,-1,3,-0.3,-20,1,1.2
COc1ccc(OC)c(NC(=O)CSc2nc(C)cs2)c1,95,102,3,17,-4,6,-0.3,-17,1.1,1.2
CN1C(=O)c2ccccc2Sc2ccc(NC(=O)NC3CC3)cc21,103,107,-4,4,-4,-4,-0.5,-4,0.99,3.0
Clc1nnc(NN=C2CCCC2)c2ccccc12,108,126,-25,25,2,-8,-0.2,-25,1.1,2.3
Cc1ccccc1C(=O)N/N=C/c1ccsc1C,133*,111,-8,34,38,-37,0.1,-34,1.7,0.4
CCn1c(SCC(=O)c2ccc3ccccc3c2)nnc1-c1cccs1,100,102,3,-2,-8,0,0.1,2,1.1,5.0
NC(=O)c1ccc(NC(=O)COC(=O)C(Cc2ccccc2)NC(=O)c2ccccc2)cc1 (stereo unspecified),105,93,11,4,-8,-5,-0.4,-4,0.99,5.0
Cc1ccc(CSc2nnc(CNc3ccc(F)cc3)o2)cc1,96,99,4,5,-3,3,-0.1,-5,1.1,1.3
CCCCCn1c(CNC(=O)COC)nc2ccccc21,102,101,6,13,-10,-1,-0.3,-13,1.3,2.4
c1ccc(CN(Cc2ccco2)C(c2ccncc2)c2nnnn2C2CCCC2)cc1 (stereo unspecified),97,109,-8,-5,-10,3,-0.3,5,0.98,0.7
CCOC(=O)C1(CCOc2ccccc2)CCN(C(=O)c2cncs2)CC1,99,104,8,16,-3,0,-0.1,-16,1.1,1.3
CCOc1ccc(C(=O)Nc2c3c(nn2-c2cccc(C)c2C)CS(=O)C3)cc1 (stereo unspecified),105,103,2,-10,-7,-5,-0.4,10,1.1,0.1
COc1cc2c(cc1OC)-c1nnc(-c3cccs3)n1C1(CCCC1)C2,96,93,10,6,-7,5,0.1,-6,0.93,1.9
CN(C)C(=O)COC(=O)[C@H](Cc1ccccc1)NC(=O)c1ccco1,102,102,4,-5,-5,-2,-0.5,5,0.95,3.7
O=C(Nc1nc(-c2ccc(-c3ccccc3)cc2)cs1)C1CCCO1 (stereo unspecified),106,79,31,13,2,-7,-0.5,-13,1.2,3.3
Fc1ccc(-c2cc(C(F)(F)F)nc(-n3cc(Cl)cn3)n2)cc1,98,80,27,2,-7,1,-0.2,-2,0.98,5.9
Cc1ccc(CNC(=O)CNC(=O)c2c(C)nn(C)c2Cl)cc1,97,99,4,-2,0,3,-0.3,2,0.94,0.9

# Record cards, as listed above. Order of screens: STAT1 activator	STAT3 activator	STAT3 blocker	APP 5'UTR act	FLuc inh counter	STAT1 blocker	Hsp70 act	APP 5UTR inh	NF-kB expr up	RAM network inh
# Entry for `O=C(CCN1CCN(CC(=O)Nc2ccccc2F)CC1)Nc1ccccc1F` → 97	96	7	20	-1	3	-0.3	-20	1	1.2
# Entry for `O=C(Nc1nc(-c2ccc(-c3ccccc3)cc2)cs1)C1CCCO1` (stereo unspecified) → 106	79	31	13	2	-7	-0.5	-13	1.2	3.3

# Carrying on:
SMILES,STAT1 activator,STAT3 activator,STAT3 blocker,APP 5'UTR act,FLuc inh counter,STAT1 blocker,Hsp70 act,APP 5UTR inh,NF-kB expr up,RAM network inh
COc1ccc(NC(=O)C2(c3ccccc3)CCCC2)cc1,91,96,10,-9,-5,8,-0.2,9,1.1,0.1
CCc1ccc(N2C(=O)/C(=C/c3cccs3)N(CC(=O)OC)C2=S)cc1,101,94,11,-5,-3,-1,0.0,5,1.1,4.3
COC(=O)C(C)Sc1ccc2nnc(-c3ccc(F)cc3)n2n1 (stereo unspecified),98,105,-2,19,-5,2,-0.1,-19,1.1,0.9
CC(=O)NN1C(=O)c2ccccc2NC1c1ccco1 (stereo unspecified),102,99,11,16,-5,-3,0.2,-16,1.2,1.1
Cc1c(Cl)cccc1NC(=O)CCN1CCCCC1,99,92,12,-9,-6,1,0.0,9,1.1,-0.6
CCCCc1ccc(NC(=O)C2CCN(S(C)(=O)=O)CC2)cc1,105,100,3,-30,-3,-6,-0.4,30,1.1,6.8
Cc1cc(C(F)(F)F)nn1CC(=O)N1CCOCC1,102,103,-2,-1,4,-2,0.0,1,1.1,1.1
COc1ccc(OC)c2[nH]c(=O)c(CCNC(=O)c3cc4ccccc4o3)cc12,100,99,0,18,-6,-3,-0.4,-18,0.59,2.3
Cc1cc(NCCCn2ccnc2)n2nc(C)c(-c3ccc(Cl)cc3)c2n1,112,107,-5,-14,1,-13,0.0,14,0.6,5.4
O=C(O)c1ccc(CNC(=O)c2ccccc2NC(=O)c2ccc([N+](=O)[O-])cc2)cc1,95,93,10,6,-6,4,-0.2,-6,1,3.7
CC1=NC(C)(C)Cc2c(C)cccc21,101,96,10,18,-2,-4,0.7,-18,1.2,3.7
CC(=O)N1CCc2c(sc3c2c(=O)n(-c2ccccc2)c(=O)n3Cc2ccccc2Cl)C1,97,92,11,-19,1,3,-0.5,19,1.1,1.4
O=c1[nH]n(Cc2ccccc2)c(=O)c2ccccc12,109,96,15,3,-4,-10,-0.5,-3,4.9*,2.3
CC(=O)CSc1nnc(Cc2ccc3c(c2)OCO3)o1,116,109,-9,-34,-1,-18,0.1,34,1.7,-0.5
COc1ccc(N(CC(=O)NCc2cccs2)S(=O)(=O)c2c(C)nn(C)c2C)cc1,97,102,6,2,-3,3,0.1,-2,1.1,0.9
COc1ccc(C)cc1N(CC(=O)N1CCc2ccccc2C1)S(C)(=O)=O,105,103,-1,-3,0,-8,-0.5,3,1.1,0.9
COc1ccc(C=NCC2OCCc3ccccc32)cc1OC (stereo unspecified),88,100,2,-7,-1,13,-0.5,7,1.1,1.4
CCCCNC(=O)CC1N=C2c3ccccc3N=C(SCC(=O)Nc3cccc(C)c3)N2C1=O (stereo unspecified),95,100,5,3,-1,5,-0.2,-3,1.1,-0.4
Cn1nc(C(=O)N2CCN(S(=O)(=O)c3ccccc3)CC2)c2ccccc2c1=O,99,102,1,9,-4,1,-0.5,-9,0.97,0.1
CCC(=O)N1CCc2cc(S(=O)(=O)N3CCN(c4ccccn4)CC3)ccc21,99,96,11,-5,-3,2,-0.1,6,0.92,0.9
CCN(C(=O)CSc1nc2ccc([N+](=O)[O-])cc2s1)C1CCS(=O)(=O)C1 (stereo unspecified),97,100,7,1,-2,3,-0.2,-1,1.1,1.6
CS(=O)(=O)N(CC(=O)N1CCc2ccccc2C1)c1ccc2c(c1)OCO2,94,95,7,15,-5,6,-0.2,-15,1.2,3.6
CN(C)C(=O)C(NC(=O)c1ccccc1)=C(Cl)Cl,96,101,1,-2,-6,3,0.6,2,1,1.9
CC(=O)N1N=C(c2ccccc2)CC1c1cn(C)c2ccccc12 (stereo unspecified),108,110,-11,50,-2,-9,-0.5,-50,1.2,-0.2
O=C(CSc1n[nH]c(-c2cccs2)n1)NCc1ccc2c(c1)OCO2,101,105,-4,-10,0,-2,-0.1,10,1.1,0.1
COc1ccc(Nc2ncc(C(=O)N3CCN(c4ccccc4OC)CC3)c3ccccc23)cc1,98,101,3,-9,-1,2,0.2,10,0.65,1.1
COc1cc(C)ccc1N(CCCN1C(=O)c2cccc3cccc(c23)C1=O)C(=O)c1cccs1,98,101,4,20,-5,2,0.1,-20,0.36,4.8
COC(=O)C1=C(C)NC(C)=C(C(=O)OC)C1C(=O)OC1CCCCC1=O (stereo unspecified),111,112,-14,4,-5,-12,-0.2,-4,1,2.4
CCOC(=O)c1c(-c2ccccc2Cl)csc1NC(=O)c1cc(S(=O)(=O)N2CCOCC2)ccc1C,100,103,-3,1,-4,0,-0.1,-1,0.87,3.2
COC(=O)C(NC(=O)c1ccco1)(Nc1ccc(Br)cn1)C(F)(F)F (stereo unspecified),96,107,-1,13,-7,5,-0.3,-13,1.1,-0.5
